SMN2 splice up: increases expression of the SMN2 splice variant; Potency, µM (doses to about 46.1 µM), inactives show at the highest dose activity change, positive = activation, hits mostly activators; 2.8% of 210,000 active; HEK293 SMN2-luciferase splicing reporter, luminescence, 30-36 h; also: % of control where 0% means no effect; nearly all actives have a fitted effect of over 55% in size
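HEK293 cells carry an SMN2 minigene-luciferase reporter in which exon 7 inclusion puts luciferase in frame. Cells were seeded at 2000 cells/well, attached for 10-12 hours, then exposed to compounds for 30-36 hours at 37C before ONE-Glo luminescence.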
Epigenetic derep: epigenetic control regulation, reporter derepression | 0.2% of 280,000 active | Potency, µM (titrated, usually from 53.9 µM), inactives show at the highest dose GFP activation, usual class: activators | murine LDR cells, GFP reporter derepression, 30 h; also: % of control where 0% means no effect; nearly all actives have a fitted effect of over 60% in size
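Murine LDR cells bearing a silenced CMV-driven GFP reporter were exposed to compound for 30 h at 37 C. After PBS washes, GFP-positive cells (20-120 um objects) counted by laser-scanning microplate cytometry.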
Numbers without * were called inactive; ? = inconclusive; [ ] = another dose, or the depositor's remark. Calls follow the shape of the dose curve; as a rule, active = well fitted curve in the direction sought with a large enough effect; inconclusive = small, poorly fitted or top-dose-only effect, or another doubt; inactive = no such curve, though single readings can be large; an effect the other way counts as inactive or inconclusive. Potency is read from the fitted curve at half-maximal effect. A portion of the library (hit frequency here may not be typical).

SMILES	SMN2 splice up	Epigenetic derep
COc1cc2c(=O)n(Cc3ccccc3Cl)c(=O)n(CC(=O)Nc3ccccc3)c2cc1OC	4.8%	15.4%
Cc1ccc(S(=O)(=O)N2CCc3cc(C(=O)NCCc4ccccc4)ccc32)cc1	23.0%	2.3%
COc1ccccc1NC(=O)C1=C(C)Nc2nc(-c3ccco3)nn2C1c1cccc(C)c1 (stereo not drawn)	-5.8%	0.8%
CCN(CC)CCOC(=O)c1ccc(NC(=O)CCn2c(=O)oc3ccccc32)cc1	-1.5%	-1.8%
COc1cc(NC(=O)c2ccc(C(=O)Nc3cc(OC)c(Cl)cc3OC)cc2)c(OC)cc1Cl	-4.6%	-1.6%
COc1ccc(CCNC(=O)c2ccc3c(Cl)c4c(nc3c2)CCCC4)cc1OC	-36.0%[inhibitor]	5.6%
CCn1c(C(=O)Nc2cc(Cl)ccc2C)cc2sc(Cl)cc21	4.6%	2.7%
Cc1nnc(NC(=O)c2nc(SCc3ccccc3F)ncc2Cl)s1	2.1%	?
CCc1nn(CC(=O)NCCc2ccc(OC)c(OC)c2)c(=O)c2cc3occc3n12	-6.6%	?
Cc1c(CC(=O)N2CCCCC2)c(=O)oc2cc(O)ccc12	-1.4%	1.9%
CC(C)Oc1ccccc1NC(=O)CSc1nccn1C	-8.6%	0.3%
O=C(Nc1ccc(OC(F)(F)F)cc1)c1noc2c1CCCC2	8.91µM*	-0.9%
COc1cc2nc(SCC(=O)Nc3cccc(C)c3)n3nc(-c4ccccc4)nc3c2cc1OC	24.6%	1.2%
COc1ccc(OC)c(NC(=O)Cn2ncc3c2-c2ccccc2OC3)c1	7.0%	0.8%
CCc1c(C)nc2nncn2c1NCc1ccc(OC)cc1	-21.0%	-0.4%
O=C(NCc1cccc(Cl)c1)C(=O)Nc1ccc2nc3n(c(=O)c2c1)CCCCC3	?	?
Cc1ccccc1OCCSc1nc(C)c(Cc2ccccc2)c(=O)[nH]1	-6.4%	-1.9%
COc1ccc2nc(C)cc(Nc3ccc(Cl)c(Cl)c3)c2c1	-46.3%[inhibitor]	-1.6%
Cc1cccc(Cn2c(SCc3ccc(C(=O)NCCc4ccccc4)cc3)nc3ccncc32)c1	6.1%	6.2%
CCn1cc(CNC(=O)c2cc(-c3ccc(C)cc3)nc3ccc(Br)cc23)c(C)n1	-0.7%	15.8µM*
Cc1cccc(C(=O)Nc2cc3nn(-c4ccc(C(C)C)cc4)nc3cc2C)c1	8.5%	2.2%
Cc1cc2nn(-c3ccc(F)cc3)nc2cc1NC(=O)c1ccc(C(C)(C)C)cc1	5.9%	2.2%
Cn1cc(C(=O)NCCc2ccc(Cl)cc2)c(=O)c2cc(S(=O)(=O)N3CCCCC3)ccc21	6.7%	1.1%
O=C(Nc1ccc(S(=O)(=O)N2CCCCCC2)cc1)c1cc(=O)c2ccccc2o1	14.3%	9.3%
CC(=O)N1CCc2c(sc3c2c(=O)n(Cc2ccccc2)c(=O)n3Cc2ccccc2Cl)C1	0.1%	1.1%
COc1cc(C2c3c(-c4c(C)cc(C)cc4O)n[nH]c3C(=O)N2Cc2ccco2)cc(OC)c1OC (stereo not drawn)	5.4%	1.1%
CSc1ccc(-c2nc3cccc(C)n3c2Nc2ccc(Cl)cc2)cc1	-30.4%[inhibitor]	-0.9%
CCOC(=O)c1cc2c(=O)n3ccccc3nc2n(CC2CCCO2)c1=NC(=O)c1cccc(C(F)(F)F)c1 (stereo not drawn)	-0.1%	?
CC1=C(C(=O)Nc2ccc(Cl)cc2)C(c2ccccc2F)n2nc(SCc3cccc(Cl)c3)nc2N1 (stereo not drawn)	3.4%	-0.1%
COc1ccccc1CNC(=O)CS(=O)Cc1nc(-c2ccc(OC)c(OC)c2)oc1C (stereo not drawn)	3.8%	-0.8%
Cc1nc2scc(C)n2c(=O)c1S(=O)(=O)Nc1ccc(N2CCOCC2)c(Cl)c1	-11.2%	0.8%
Cc1ccc(-n2c(=O)c3ccc(C(=O)NCc4ccccc4Cl)cc3n(CC(=O)Nc3ccc(C)cc3C)c2=O)cc1	0.1%	-0.9%
CCOc1ccccc1NC(=O)N1CCC2(CC1)Oc1ccccc1C(=O)N2Cc1ccccc1F	-22.7%	8.1%
Cc1ccc(CN(Cc2ccco2)C(=O)c2oc3cc(Br)ccc3c2C)cc1	-12.4%	-1.9%
Cc1ccc(-c2nnc(Nc3ccc(Cl)cc3)c3ccccc23)cc1S(=O)(=O)NCC1CCCO1 (stereo not drawn)	7.1%	4.4%
CCOC(=O)CC(NC(=O)Cn1nnc(-c2ccc(C(F)(F)F)cc2)n1)c1ccc(OC)cc1 (stereo not drawn)	-6.4%	0.1%
Cc1ccc(-c2nc3c(c(SCC(=O)Nc4cccc(C(=O)O)c4)n2)Cc2cccc(C)c2O3)cc1	6.9%	-0.8%
Cc1ccc(C)c(N2CCN(C(=O)CCC(=O)Nc3ccc4nc(N5CCCCC5)cc(C)c4c3)CC2)c1	9.9%	1.0%
O=C(NCc1ccco1)c1ccc2c(c1)N(Cc1c(F)cccc1Cl)C(=O)c1ccccc1S2	5.6%	3.5%
COc1ccc(CCN2C(=O)N(c3ccccc3)C(=O)C2CC(=O)Nc2ccccc2)cc1 (stereo not drawn)	-5.7%	-2.3%
Cc1nn(-c2ccccc2)c(-n2cccc2)c1C(=O)NCc1ccccc1Cl	-26.1%	-6.5%
CCCCn1c(=N)n(CCCOc2ccc(F)cc2)c2ccccc21	-0.2%	1.9%
COc1cccc(NC(=O)C(Cc2ccccc2)NS(=O)(=O)c2ccc3c(c2)oc(=O)n3C)c1 (stereo not drawn)	-24.6%	-1.1%
CCCCN(CC)CCCNC(=O)Cn1ncc2c3ccccc3n(Cc3ccc(F)cc3)c2c1=O	5.8%	1.9%
CCOC(=O)c1cc2c(=O)n3ccccc3nc2n(Cc2ccco2)c1=NC(=O)c1c(F)cccc1Cl	-1.3%	-0.9%
Cc1ccc(-c2nc(CS(=O)(=O)CC(=O)NC(C)CCc3ccccc3)c(C)o2)cc1 (stereo not drawn)	-5.5%	-1.1%
Fc1ccc(CNc2nc3ccc(Cl)cc3n3nnnc23)cc1	10.9%	?
CCCCCn1c(=O)[nH]c2cc(C(=O)NC(C)CC)ccc2c1=O (stereo not drawn)	-0.1%	-0.6%
COc1ccccc1NC(=O)c1cccc(S(=O)(=O)N2CCCCCC2)c1	-27.2%	-0.8%
CCOC(=O)C1CCN(C(=O)Cn2nc(CC)n3c(cc4occc43)c2=O)CC1	-1.3%	-3.7%
COc1ccc(NC(=O)C2CCN(S(=O)(=O)c3c(C)noc3/C=C/c3ccco3)CC2)cc1	4.5%	?
O=C(Cn1ncc2c3ccccc3n(Cc3ccccc3F)c2c1=O)NCCCc1ccccc1	7.9%	-1.6%
CCCCc1c(C)nc2c(-c3ccc(Cl)cc3)c(C)[nH]n2c1=O	-3.9%	0.8%
COc1ccc(NC(=O)c2nnn(Cc3nc(-c4cc(OC)c(OC)c(OC)c4)oc3C)c2C)cc1	-3.0%	-0.9%
O=C(Cn1c(=O)n(Cc2ccco2)c(=O)c2sc3ccccc3c21)Nc1ccccc1C(F)(F)F	-18.3%	20.0%
Cc1cc(C)n2nc(SCC(=O)Nc3cccc(C(F)(F)F)c3)nc2n1	-36.0%[inhibitor]	5.8%
CN(C(=O)Cn1c(=O)n(CCC(=O)NCc2ccc3c(c2)OCO3)c(=O)c2sccc21)c1ccccc1	-3.2%	0.0%
O=C(Nc1ccccc1Cl)c1sc2cccc(Cl)c2c1Cl	-7.9%	-1.6%
Cc1ccc(CCNC(=O)c2ccc3c(c2)N(Cc2ccccc2)C(=O)c2ccccc2S3=O)cc1 (stereo not drawn)	0.2%	0.0%
O=C(Cn1c(=O)n(Cc2cccs2)c(=O)c2cccnc21)Nc1ccccc1F	4.0%	0.0%
The results go on:
SMILES	SMN2 splice up	Epigenetic derep
O=C(Cn1c(=O)nc(-c2ccccc2)c2cc(Cl)ccc21)NCc1ccc(Cl)cc1	-0.5%	-0.7%
CCOc1ccc(/C=C/c2nc(C#N)c(N3CCCCCC3)o2)cc1	1.4%	-0.2%
Cc1cc(C)c(NC(=O)Nc2sc3nc4n(c(=O)c3c2C)CCC(C)CC4)c(C)c1 (stereo not drawn)	-3.3%	?
CC(=O)N1CCc2nc3sc(C(=O)Nc4ccc(Cl)cc4F)c(N)c3c(C(F)(F)F)c2C1	-12.6%	?
Cc1ccc(N2CCN(C(=O)c3cn(C)c4ccc(S(=O)(=O)N5CCCC5)cc4c3=O)CC2C)cc1 (stereo not drawn)	-7.0%	6.1%
COc1ccccc1NC(=O)C1=C(C)Nc2nc(SC)nn2C1c1ccccc1Cl (stereo not drawn)	3.3%	2.6%
COc1ccc(/C=C\c2onc(C)c2S(=O)(=O)N2CCC(C(=O)Nc3cccc(OC)c3)CC2)cc1	-35.3%[inhibitor]	-0.9%
CCCCNc1nc2c(-c3cccc(C)c3)nnn2c2ccccc12	-2.1%	3.3%
COc1ccc(Cl)cc1NC(=O)CN(c1cc(C)cc(C)c1)S(=O)(=O)c1c(C)n[nH]c1C	-17.1%	-2.5%
Cc1nn(C(C)(C)C)c(OC(=O)c2cccc(F)c2)c1Sc1ccccc1	-7.0%	-0.9%
CCc1ccc(NC(=O)Cn2c(=O)n(Cc3ccc(C)cc3)c(=O)c3cccnc32)cc1	1.5%	0.0%
Cc1ccc(Cl)cc1N1CCN(C(=O)c2ccc(CS(=O)(=O)c3ccccc3C)o2)CC1	-46.3%[inhibitor]	-1.1%
COc1ccc2c(C)c(CCC(=O)NCc3cccc(Cl)c3)c(=O)oc2c1	-0.6%	-1.0%
Cc1ccc(CNC(=O)CCCCCn2c(=O)c3sccc3n(CC(=O)Nc3ccc(C)c(F)c3)c2=O)cc1	-9.1%	?
CCN(CC)c1cc(C)c2cc(NC(=O)c3cccc(OC)c3)ccc2n1	-32.0%[inhibitor]	3.2%

Shown with two lines to a compound: entries from further up.
Below each SMILES: SMN2 splice up, Epigenetic derep
O=C(Nc1ccccc1Cl)c1sc2cccc(Cl)c2c1Cl
  -7.9%, -1.6%
Cc1ccc(CCNC(=O)c2ccc3c(c2)N(Cc2ccccc2)C(=O)c2ccccc2S3=O)cc1 (stereo not drawn)
  0.2%, 0.0%
O=C(Cn1c(=O)n(Cc2cccs2)c(=O)c2cccnc21)Nc1ccccc1F
  4.0%, 0.0%
O=C(Cn1c(=O)nc(-c2ccccc2)c2cc(Cl)ccc21)NCc1ccc(Cl)cc1
  -0.5%, -0.7%
CCOc1ccc(/C=C/c2nc(C#N)c(N3CCCCCC3)o2)cc1
  1.4%, -0.2%
Cc1cc(C)c(NC(=O)Nc2sc3nc4n(c(=O)c3c2C)CCC(C)CC4)c(C)c1 (stereo not drawn)
  -3.3%, ?
CC(=O)N1CCc2nc3sc(C(=O)Nc4ccc(Cl)cc4F)c(N)c3c(C(F)(F)F)c2C1
  -12.6%, ?
Cc1ccc(N2CCN(C(=O)c3cn(C)c4ccc(S(=O)(=O)N5CCCC5)cc4c3=O)CC2C)cc1 (stereo not drawn)
  -7.0%, 6.1%
COc1ccccc1NC(=O)C1=C(C)Nc2nc(SC)nn2C1c1ccccc1Cl (stereo not drawn)
  3.3%, 2.6%
COc1ccc(/C=C\c2onc(C)c2S(=O)(=O)N2CCC(C(=O)Nc3cccc(OC)c3)CC2)cc1
  -35.3%[inhibitor], -0.9%
CCCCNc1nc2c(-c3cccc(C)c3)nnn2c2ccccc12
  -2.1%, 3.3%
COc1ccc(Cl)cc1NC(=O)CN(c1cc(C)cc(C)c1)S(=O)(=O)c1c(C)n[nH]c1C
  -17.1%, -2.5%
Cc1nn(C(C)(C)C)c(OC(=O)c2cccc(F)c2)c1Sc1ccccc1
  -7.0%, -0.9%
CCc1ccc(NC(=O)Cn2c(=O)n(Cc3ccc(C)cc3)c(=O)c3cccnc32)cc1
  1.5%, 0.0%
Cc1ccc(Cl)cc1N1CCN(C(=O)c2ccc(CS(=O)(=O)c3ccccc3C)o2)CC1
  -46.3%[inhibitor], -1.1%
COc1ccc2c(C)c(CCC(=O)NCc3cccc(Cl)c3)c(=O)oc2c1
  -0.6%, -1.0%
Cc1ccc(CNC(=O)CCCCCn2c(=O)c3sccc3n(CC(=O)Nc3ccc(C)c(F)c3)c2=O)cc1
  -9.1%, ?
CCN(CC)c1cc(C)c2cc(NC(=O)c3cccc(OC)c3)ccc2n1
  -32.0%[inhibitor], 3.2%

Other records follow.
SMILES	SMN2 splice up	Epigenetic derep
O=C(NCCc1nc2ccccc2n1Cc1ccc(F)cc1)c1ccco1	-4.9%	-1.9%
O=C1CN(C(=O)c2c(F)cccc2Cl)C(c2ccc(F)cc2)c2cc(Br)ccc2N1 (stereo not drawn)	-8.8%	7.0%
O=C(CCCCCn1c(=O)c2sccc2n(Cc2ccccc2Cl)c1=O)NCc1ccc2c(c1)OCO2	2.9%	?
Cc1cccc(Nc2nc(N)nc(N)c2S(=O)(=O)c2ccccc2)c1	-23.1%	1.1%
CC(C)CN(CCNC(=O)c1cn(C)c2ccc(S(=O)(=O)N3CCCC3)cc2c1=O)CC(C)C	9.0%	1.3%
